VIM-2 inh – inhibitors of Pseudomonas aeruginosa VIM-2 metallo-beta-lactamase. hit rate 0.89% among 290,000. inhibition, % at 5.6 µM. purified VIM-2, nitrocefin hydrolysis, epi-absorbance fluorescence;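 active = inhibition above the mean of all tested compounds plus 3 SD, cutoff set per screening run, cut at about 7.5% in these data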;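 also: red hydrolysis product quenches plate fluorescence so inhibitors raise well fluorescence; 0% = enzyme with DMSO and 100% = DMSO without enzyme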
MEKK3 PB1 HTS – modulators (inhibitors or enhancers) of MEK5 binding to human MEKK3 PB1 domain. AID 1529. bead-based flow cytometry, Alexa488-MEK5 binding to MEKK3; actives lie on both sides; 0 = blocked by unlabeled MEK5, 100 = vehicle. hit rate 1.4% among 290,000. Q99759. binding response (% of control), % at 10 µM;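 active = binding response more than 3 SD above or below the average of its plate-row segment, actives on both sides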;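 also: Alexa488 bead fluorescence after subtracting the streptavidin-only scavenger bead signal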
p-CIP stab down – p/CIP protein destabilization; Q05BA5; F442A p/CIP-EGFP cells, EGFP fluorescence, 16 h; decrease of EGFP signal, % at 10 µM; hit rate 0.01% among 290,000; AID 1984;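 active = EGFP signal decrease of at least 30% at 10 µM or well 3 SD below plate mean, unless failing retest; inactive = the rest, including hits failing retest or dose response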; also: some compounds called inactive have numbers as strong as hits; many of its hits are not listed in these tables
PHOSPHO1 inh – inhibitors of human PHOSPHO1 phosphatase. recombinant PHOSPHO1, absorbance phosphatase assay. inhibition, % at 13.3 µM. hit rate 1.1% among 290,000. AID 1565; in the data active = inhibition above about 60%
Target sequence (Q8TCT1 whole entry, looked up): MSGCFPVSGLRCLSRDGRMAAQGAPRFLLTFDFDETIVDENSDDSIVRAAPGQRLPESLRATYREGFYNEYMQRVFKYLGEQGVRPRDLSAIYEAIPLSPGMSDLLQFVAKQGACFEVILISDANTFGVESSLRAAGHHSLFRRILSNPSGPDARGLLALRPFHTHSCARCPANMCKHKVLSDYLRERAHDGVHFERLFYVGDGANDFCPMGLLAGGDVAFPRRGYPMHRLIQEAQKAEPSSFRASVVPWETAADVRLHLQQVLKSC
IMP-1 inhibitor – blocks Pseudomonas aeruginosa IMP-1 metallo-beta-lactamase; purified IMP-1, nitrocefin hydrolysis, epi-absorbance fluorescence; inhibition, % at 5.6 µM; hit rate 0.45% among 290,000; AID 1556;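 active = inhibition above the mean plus 3 SD of all compounds in the same screening run, cut at about 4.5% in these data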;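 also: 0% = IMP-1 with DMSO and 100% = DMSO wells lacking enzyme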
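System: purified IMP-1 / Input: IMP-1 dispensed at 0.2 nM / Medium: 50 mM HEPES pH 7.1, 50 µM ZnSO4, 0.05% Brij 35 / Timing: 15 min enzyme–compound preincubation, then 25 min nitrocefin reaction, 25 °C / Technique: plate fluorescence quenching by hydrolysis product, ex 480/em 530 nm / Repeats: singlicate testing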
HCV NS3 hel inh – blocks Hepatitis C virus NS3 helicase unwinding; inhibition, % at 10.9 µM; hit rate 0.56% among 290,000; AID 1800; NS3 helicase DNA unwinding, Cy5 molecular beacon fluorescence;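 active = inhibition above the mean of all tested compounds plus 3 SD, set per campaign, cut at about 35% in these data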;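 also: 0% = DMSO wells and 100% = thioflavine S control wells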
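Material: hepatitis C virus NS3 helicase domain fragment enzyme; measured by: Cy5 fluorescence, 0 and 60 min reads; control set: DMSO and thioflavine S; incubation: 60 min unwinding reaction at 25 °C after ATP addition; read-out basis: % inhibition from 60/0 min fluorescence ratio, DMSO 0%, thioflavine S 100%; repeats: singlicate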
UBC9 SUMO inh – inhibitors of human SUMOylation (UBC9) | P63279 | HTRF SUMOylation assay, SAE1/SAE2 + UBC9, in vitro | inhibition, % at 35 µM | hit rate 0.36% among 290,000; in the data active = inhibition above about 50%, passing the limit was not always enough; also: strong numbers were not always called active
Target sequence (P63279 whole entry, looked up): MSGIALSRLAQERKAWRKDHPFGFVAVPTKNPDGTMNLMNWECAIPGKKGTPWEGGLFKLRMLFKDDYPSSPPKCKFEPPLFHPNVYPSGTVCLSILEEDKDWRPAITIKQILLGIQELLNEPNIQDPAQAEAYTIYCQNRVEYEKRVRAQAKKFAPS
IDE act – IDE (human) activation, cell-based; activation, % at 5.96 µM; P14735; hit rate 0.073% among 340,000; HEK cells, FAbeta-B cleavage, fluorescence polarization; 0% vehicle, 100% cell-free pure enzyme wells;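 active = activation above the mean of all tested compounds plus 3 SD, set per screening campaign, cut at about 17% in these data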
DNA FID counter – displaces DNA intercalator in HCV helicase counter-screen; DNA fluorescent intercalator displacement, fluorescence; inhibition, % at 7.9 µM; hit rate 0.17% among 290,000; AID 1845; in the data active = inhibition above about 37%;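 also: 0% = vehicle and 100% = reference compound; higher means more ethidium bromide displaced from hairpin DNA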
Numbers without * were called inactive; x = no result given; [ ] = dose if it differs, or a comment. A portion of the library. The share of hits here may be higher or lower than overall.

SMILES	VIM-2 inh	MEKK3 PB1 HTS	p-CIP stab down	PHOSPHO1 inh	IMP-1 inhibitor	HCV NS3 hel inh	UBC9 SUMO inh	IDE act	DNA FID counter
CN(C(=O)CSc1ncnc2sccc12)c1c(N)n(Cc2ccccc2)c(=O)[nH]c1=O	-3.2	102	-3	28	-3.0	-6	21	3	-11
CCOC(=O)C1CCCN(C(=O)c2cc3cc(OC)c(OC)cc3[nH]2)C1 (configuration not stated)	-0.8	100	-26	32	-4.0	-11	8	2	-32
Cc1ccc(OC(=O)c2ccc(S(=O)(=O)N(C)C)cc2)c(-n2nc3ccccc3n2)c1	-1.9	104	-6	-11	-1.9	-10	35	3	-13
O=C(O)c1ccc2c(c1)C1C=CCC1C(c1ccncc1)N2 (configuration not stated)	0.7	83	6	15	1.0	16	48	-3	-14
Cc1ccc2c(c1)N(C(=O)CCC(=O)NCCCN1CCC(Cc3ccccc3)CC1)CCO2	-4.9	103	7	-4	-2.5	-69	17	4	22
Cc1cc(C(=O)OCC(=O)Nc2ncc(C(F)(F)F)cc2Cl)c(C)o1	-4.7	100	-7	-7	-3.8	12	13	3	-14
Nc1ncnc2c1CCC2	-3.3	112	6	-2	-3.5	-5	2	-4	-4
CCOc1ccccc1CN1CCN(Cc2nc3c(s2)CCCC3)CC1CCO (configuration not stated)	-2.6	81	-22	-26	1.2	3	8	2	3
Cc1cc(C)n(C(=O)/C(C#N)=N\Nc2ccccc2[N+](=O)[O-])n1	-3.2	97	-1	-5	-1.9	2	9	-2	3
COc1cccc(C(=O)NNC(=O)C(=O)Nc2ccc(C)cc2)c1	-4.3	101	6	19	-7.0	-2	4	2	-7
COc1ccc(NC(=O)c2sc3nc(C)cc(C)c3c2N)cc1	2.4	98	0	13	-0.6	-2	-2	1	-13
CSc1ccc(S(=O)(=O)N2CCC(C(=O)NCCc3ccccc3)CC2)cc1	-1.9	104	2	14	0.5	-1	-9	1	-33
O=C(CCSc1nnc2ccccn12)Nc1ccc2c(c1)OCO2	-1.6	97	16	5	-4.0	9	0	1	-4
COc1cc2[nH]c(C(=O)N3CCN(c4ccc(F)cc4)CC3)cc2c(OC)c1OC	-0.6	101	-6	28	-4.2	7	-7	4	-27
CC1CCC/C(=N\NC(=S)Nc2ccccc2)C1 (configuration not stated)	-3.4	89	-12	-21	-2.6	-6	-4	-5	4
CCS(=O)(=O)c1ccc(-c2cccc(NC(=O)COc3ccccc3)c2)nn1	-1.4	102	-3	27	-2.8	2	-10	0	-24
COc1cccc(C2CC(c3ccc(NS(C)(=O)=O)cc3)=NN2C(=O)c2ccccc2)c1OC (configuration not stated)	-3.1	99	-6	-27	-4.7	-5	-7	4	-18
Cc1noc(C)c1COc1ccc(CC(=O)NCCc2ccccn2)cc1	-3.2	101	-3	28	-3.2	4	8	-2	-16
CC(=O)N(C(C)=O)S(=O)(=O)c1ccc(N=NN2CCOCC2)cc1	-2.9	105	10	5	-4.0	-1	4	-2	-2
COc1ccc(/C=N/NC(=O)CSCC(=O)Nc2ccccc2)cc1	-3.1	90	5	-10	-2.1	1	24	3	-12
COc1nc(-c2ccc(Cl)cc2)ccc1-c1noc(-c2cccs2)n1	-2.8	97	6	36	-2.9	2	-29	4	-5
COc1ccc(CN(C(=O)c2cccs2)C(C(=O)NC2CCCCC2)c2ccc3ncccc3c2)cc1 (configuration not stated)	0.6	x	2	33	-1.3	-17	12	2	-33
O=C(CSc1nc2ccccc2n1Cc1ccccc1)N/N=C/c1ccco1	-3.5	103	3	14	-3.0	-7	-6	11	-22
CC1=C/C(=C\c2ccc(Br)o2)C(=O)O1	-0.8	99	-2	-22	-4.3	8	3	9	1
CCN(Cc1ccccc1)C(=O)CN1C(=O)NC(CC)(c2ccc(F)cc2)C1=O (configuration not stated)	-2.5	99	-4	23	-0.9	-7	-12	3	-29

Single records (already shown). Order of screens: VIM-2 inh | MEKK3 PB1 HTS | p-CIP stab down | PHOSPHO1 inh | IMP-1 inhibitor | HCV NS3 hel inh | UBC9 SUMO inh | IDE act | DNA FID counter
Cc1ccc2c(c1)N(C(=O)CCC(=O)NCCCN1CCC(Cc3ccccc3)CC1)CCO2 across the screens: -4.9 | 103 | 7 | -4 | -2.5 | -69 | 17 | 4 | 22
CCS(=O)(=O)c1ccc(-c2cccc(NC(=O)COc3ccccc3)c2)nn1 across the screens: -1.4 | 102 | -3 | 27 | -2.8 | 2 | -10 | 0 | -24
CC(=O)N(C(C)=O)S(=O)(=O)c1ccc(N=NN2CCOCC2)cc1 across the screens: -2.9 | 105 | 10 | 5 | -4.0 | -1 | 4 | -2 | -2

Returning to the listing, repeating the six entries before the break.
SMILES	VIM-2 inh	MEKK3 PB1 HTS	p-CIP stab down	PHOSPHO1 inh	IMP-1 inhibitor	HCV NS3 hel inh	UBC9 SUMO inh	IDE act	DNA FID counter
COc1ccc(/C=N/NC(=O)CSCC(=O)Nc2ccccc2)cc1	-3.1	90	5	-10	-2.1	1	24	3	-12
COc1nc(-c2ccc(Cl)cc2)ccc1-c1noc(-c2cccs2)n1	-2.8	97	6	36	-2.9	2	-29	4	-5
COc1ccc(CN(C(=O)c2cccs2)C(C(=O)NC2CCCCC2)c2ccc3ncccc3c2)cc1 (configuration not stated)	0.6	x	2	33	-1.3	-17	12	2	-33
O=C(CSc1nc2ccccc2n1Cc1ccccc1)N/N=C/c1ccco1	-3.5	103	3	14	-3.0	-7	-6	11	-22
CC1=C/C(=C\c2ccc(Br)o2)C(=O)O1	-0.8	99	-2	-22	-4.3	8	3	9	1
CCN(Cc1ccccc1)C(=O)CN1C(=O)NC(CC)(c2ccc(F)cc2)C1=O (configuration not stated)	-2.5	99	-4	23	-0.9	-7	-12	3	-29
CCOC(=O)C1CCN(C(=O)CS(=O)(=O)Cc2nc(-c3ccccc3Cl)oc2C)CC1	-1.7	101	9	-4	-2.0	-11	2	-2	-51
O=C(CSc1nc2cc(S(=O)(=O)N3CCOCC3)ccc2o1)NC1CCCc2ccccc21 (configuration not stated)	-2.1	2.0*[inhibitor]	1	76*	-4.8	-6	-6	-2	-31
COc1ccc(C(=O)OCC(=O)NCc2ccco2)cc1S(=O)(=O)N1CCN(c2cccc(Cl)c2)CC1	-2.0	101	-5	17	-2.6	-5	8	-3	-30
Cc1cccn2c(=O)c3cc(C#N)c(=O)n(-c4c(C)n(C)n(-c5ccccc5)c4=O)c3nc12	-1.5	95	4	-5	-1.9	0	42	-1	-6
CCN(Cc1nc(-c2ccc(OC)cc2)no1)C(=O)c1ccc2c(c1)OCO2	-1.1	103	2	48	-2.7	-4	0	3	-31
CN(Cc1cn(C)nc1-c1ccc(Oc2ccccc2)cc1)C1CCOC1 (configuration not stated)	-0.7	94	-11	22	-2.1	-8	26	7	1
CC(C)CN1CCC(Oc2cccc(C(=O)NCCc3ccccc3)c2)CC1	-3.6	105	-8	33	-2.0	-3	13	0	8
Cc1ccc(CN2CCN(Cc3ccco3)CC2)cc1	-0.2	104	3	-18	-0.3	2	7	5	3
CCOc1cc(C(=O)N(C)Cc2cc3ccccc3[nH]c2=O)cc(OCC)c1OCC	-0.9	99	6	-17	-2.0	2	-1	0	-32
Cc1cc(C)n(-c2nc(SCC(=O)O)c3c4c(sc3n2)CCCC4)n1	-3.3	98	0	34	-0.8	-4	5	x	-17
O=C(NCc1ccccc1)C(=O)NCC1OCCN1C(=O)c1ccc(Cl)cc1 (configuration not stated)	-6.3	100	-6	24	-5.1	2	18	1	-16
CCCc1[nH]nc2c1C(c1cc(OC)cc(OC)c1)C(C#N)=C(N)O2 (configuration not stated)	2.5	98	-3	6	-2.6	-4	-10	0	-5
COc1ccccc1CNC(=O)COC(=O)[C@H](Cc1c[nH]c2ccccc12)NC(=O)c1cccs1	0.1	110	-2	5	-3.6	-12	0	5	-32
COC(=O)Cn1ccc(N(C)C)c(C#N)c1=O	-3.3	93	-18	-16	-2.4	-7	8	-1	-3
COC(=O)c1ccc(NC(=O)COc2cccc(-n3cnnn3)c2)cc1	-2.1	102	0	38	-1.5	-1	-2	-1	-20
Cc1cccc(-c2nc(CS(=O)CC(=O)NCc3ccco3)c(C)o2)c1 (configuration not stated)	-2.5	99	4	55	-3.5	4	15	3	-43
CC(C)c1nnc(NC(=O)CSc2nnc(NC(=O)c3c(F)cccc3F)s2)s1	-4.5	103	-4	-8	-3.2	9	11	3	-5
COc1ccc2nc(SCC(=O)NCc3ccc(OC)c(OC)c3)[nH]c2c1	-2.3	104	1	15	-1.9	17	11	0	-8
CCn1nnnc1SCC(=O)NCc1ccc2c(c1)OCO2	-1.6	103	0	-4	-0.8	3	3	2	-2

Some values from above:
COc1ccc(C(=O)OCC(=O)NCc2ccco2)cc1S(=O)(=O)N1CCN(c2cccc(Cl)c2)CC1 in VIM-2 inh is entered as -2.0
COC(=O)c1ccc(NC(=O)COc2cccc(-n3cnnn3)c2)cc1 in PHOSPHO1 inh is entered as 38
